PP1 counter = PP1-alpha phosphatase inhibitors, primary screen, counter-screen for PP5 inhibitor project, biochemical, fluorescence, OMFP substrate, single point; purified PP1alpha; AID 2235, 2010; 0.9% of 320,000 active; inhibition, % at 6.7 µM;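 active means inhibition above the mean inhibition of all tested compounds plus 3 SD, computed separately for each screening campaign, cut at about 15% in these data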
PREPL inh = PREPL enzyme inhibitors, primary screen, biochemical, fluorescence polarization; recombinant PREPL, fluorescence polarization activity-based probe; inhibition, % at 5.96 µM; 0.68% of 320,000 active; AID 2751, 2010; in the data active means inhibition above about 43%;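 further: 0% = enzyme with DMSO and 100% = wells lacking enzyme; many of its hits are not listed in these tables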
HCV core dimer = inhibitors of HCV core protein dimerization, primary screen, biochemical, TR-FRET, high-throughput; TR-FRET GST/Flag-core106 dimerization, 1536-well; inhibition, % at 5 µM; 0.33% of 300,000 active;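 active means inhibition above the mean of all tested compounds plus 3 SD, set per screening campaign, cut at about 45% in these data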
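Assay system: tagged HCV core106 pair (GST and Flag); medium: KF-containing HEPES buffer, pH 7.45, DTT, CHAPS, BSA; also added: Eu donor and XL665 acceptor anti-tag antibodies; dosing: 5 µM single dose; timing: compound-protein-antibody incubation 4 h at 22.5 °C; signal: TR-FRET 671 and 617 nm emission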
ZTA DNA inh = ZTA (EBV) inhibition in EBNA-1 counter-screen. 0.15% of 320,000 active. P03206. ZTA-DNA binding, fluorescence polarization. inhibition, % at 11 µM; in the data active means inhibition above about 33%
Target sequence (P03206 whole entry, looked up): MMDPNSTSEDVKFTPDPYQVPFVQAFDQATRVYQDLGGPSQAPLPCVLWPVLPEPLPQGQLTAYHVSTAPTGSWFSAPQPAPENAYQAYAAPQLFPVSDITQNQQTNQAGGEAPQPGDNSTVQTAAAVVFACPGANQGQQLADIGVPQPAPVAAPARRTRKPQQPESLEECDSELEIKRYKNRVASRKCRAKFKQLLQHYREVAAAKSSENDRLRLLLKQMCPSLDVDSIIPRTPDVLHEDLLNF
PP5 inh = PP5 phosphatase inhibitors, primary screen, biochemical, fluorescence; Serine/threonine-protein phosphatase 5 (Homo sapiens), P53041; inhibition, % at 6.7 µM; AID 1987, 2009; purified PP5c, OMFP substrate fluorescence; 0.18% of 320,000 active;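 active means inhibition above the campaign's mean inhibition across all tested compounds plus 3 SD, cut at about 9.5% in these data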;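 further: 0% = DMSO only and 100% = 100 µM cantharidin control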
Target sequence (P53041 whole entry, looked up): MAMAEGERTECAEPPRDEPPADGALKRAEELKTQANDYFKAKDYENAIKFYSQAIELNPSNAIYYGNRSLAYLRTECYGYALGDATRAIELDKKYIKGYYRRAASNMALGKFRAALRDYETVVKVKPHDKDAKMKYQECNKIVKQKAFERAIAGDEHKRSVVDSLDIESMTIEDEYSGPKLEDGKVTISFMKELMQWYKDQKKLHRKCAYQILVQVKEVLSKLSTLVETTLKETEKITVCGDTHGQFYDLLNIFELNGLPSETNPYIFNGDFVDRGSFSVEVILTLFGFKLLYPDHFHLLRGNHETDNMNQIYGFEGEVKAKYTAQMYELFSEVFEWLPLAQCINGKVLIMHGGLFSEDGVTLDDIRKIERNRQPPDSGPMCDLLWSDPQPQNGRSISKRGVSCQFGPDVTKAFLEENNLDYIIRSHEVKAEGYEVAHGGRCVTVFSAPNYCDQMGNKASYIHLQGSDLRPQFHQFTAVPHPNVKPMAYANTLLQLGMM
CTSL1 counter = Fasciola hepatica cathepsin L1 inhibitors, primary screen, counter-screen for PFM18AAP inhibitor project, biochemical, QFRET, fluorogenic peptide substrate. recombinant F. hepatica cathepsin L1, Z-Leu-Arg-MCA fluorescence. inhibition, % at 5.96 µM. 0.49% of 300,000 active. AID 1906, 2009;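 active means inhibition above the mean of all tested compounds plus 3 SD, set per screening campaign, cut at about 17% in these data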;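 further: 0% = plate median of test compound wells and 100% = 1 µM Z-Phe-Ala-diazomethylketone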
TPT1 inh = Candida albicans TPT1 enzyme inhibitors, primary screen, biochemical, fluorescence polarization | recombinant caTPT1, FP RNA substrate dephosphorylation | AID 1962, 2009 | 0.81% of 300,000 active | inhibition, % at 5 µM | tRNA 2'-phosphotransferase TPT1 (Candida albicans SC5314);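 active means inhibition above the mean of all tested compounds plus 3 SD, set per screening campaign, cut at about 24% in these data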;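 further: plate controls were DMSO alone for no effect and ferristatin control at 100 nM for full effect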
Efflux pump mplx = inhibitors of Candida efflux pumps in yeast, primary screen, S. cerevisiae, Nile Red, multiplex; S. cerevisiae Candida pump triplex; inhibition, % at 10 µM; 0.44% of 330,000 active;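 active means plate passing quality check with inhibition over a set limit, or well fluorescence over plate mean plus 4 SD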;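 further: Nile Red retained in pooled yeast measured as flow cytometry median fluorescence; 0% = buffer negative control and 100% = Enniatin B positive control; higher means more Nile Red kept so more efflux inhibition; some compounds called inactive have numbers as strong as hits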
EBNA-1 inh = EBNA-1 DNA-binding inhibitors, primary screen, biochemical, fluorescence polarization; inhibition, % at 14.8 µM; 0.34% of 300,000 active; AID 1950, 2009; in the data active means inhibition above about 28%
Starred values were filed as active, the others as inactive; / = not tested or not shown. Some of the compounds tested. The share of hits here may be higher or lower than overall.

1. Cc1cc(=O)nc2c3ccccc3n(CC(=O)NCCCN3CCCCC3C)n12 (stereo not given)
2. NS(=O)(=O)c1ccc(NC(=O)c2ccc(F)cc2F)c(NC(=O)c2ccc(F)cc2F)c1
3. O=C1CN(C(=O)CSc2ccc(-c3ccc(F)cc3)nn2)c2ccccc2N1
4. Cc1cc(=O)oc2cc(NC(=O)CCOc3ccccc3)ccc12
5. COc1ccc(N2CCN(CC(=O)NC(=O)NCc3ccccc3)CC2)cc1
6. Cc1ccc(S(=O)(=O)N2CCN(C(=O)CSc3ccccn3)CC2)c(C)c1
7. CCOc1ccc(C(=O)NCC(C)CN(C)C)cc1OCC (stereo not given)
8. N#Cc1ccc(C(=O)Nc2ccc3ccccc3c2)cc1

assay / compound	1	2	3	4	5	6	7	8
PP1 counter	-8	-1	5	2	-2	-4	-2	3
PREPL inh	-2	-23	-93	-3	1	-7	13	-2
HCV core dimer	-8	-3	-7	-2	/	3	-5	1
ZTA DNA inh	3	-23	-17	-5	-14	8	-4	-12
PP5 inh	2.5	1.0	2.4	1.6	-1.4	-2.2	-0.6	3.6
CTSL1 counter	5	-1	-2	3	/	0	1	-2
TPT1 inh	-1	-3	0	1	/	-3	-2	4
Efflux pump mplx	-0.1	0.0	0.2	-0.2	0.3	0.0	0.0	-0.1
EBNA-1 inh	-9	-1	0	11	/	-7	4	-6

9. C=CCn1c(O)c(C2=c3ccccc3=NC2=O)sc1=Nc1ccc(O)cc1
10. CCC(Sc1nccn1C)C(=O)Nc1ccc(Cl)cn1 (stereo not given)
11. Cc1cccc2cc(C#N)c(SCCN3CCCCC3)nc12
12. CC1CCCN(C(=O)COC(=O)c2ccc(=O)n(Cc3ccccc3)n2)C1 (stereo not given)
13. CCN(CC)CC#CCOC(=O)C(O)(c1ccccc1)C1CCCCC1 (stereo not given)
14. CC(=O)c1ccc(NC(=O)c2ccc(-n3cncn3)c([N+](=O)[O-])c2)cc1
15. CCOCCCn1c(SCc2ccccc2)nnc1-c1ccncc1
16. CCOC(=O)c1ccc(Oc2coc3cc(O)ccc3c2=O)cc1

assay / compound	9	10	11	12	13	14	15	16
PP1 counter	4	0	-3	-1	-2	-1	-5	0
PREPL inh	11	-12	-2	0	-10	17	14	18
HCV core dimer	2	1	8	1	4	-17	-2	7
ZTA DNA inh	-11	17	-7	1	5	2	-2	5
PP5 inh	2.1	-0.3	3.9	0.3	1.0	-1.6	3.7	1.4
CTSL1 counter	4	-2	0	15	0	-2	4	6
TPT1 inh	-2	2	4	-2	-4	1	0	3
Efflux pump mplx	-0.2	0.0	0.2	-0.1	0.1	0.0	-0.2	-0.1
EBNA-1 inh	8	1	7	0	1	-1	9	-8

17. O=C(CS(=O)(=O)c1ccc(Br)cc1)N1CCOCC1
18. CC(=O)CSc1ccc(C(=O)O)cn1
19. Clc1ccc(/C=C/c2ncc3ccccn23)cc1
20. CC(C)CCN1CC(=O)N2Cc3[nH]c4ccccc4c3C[C@H]2C1=O
21. O=C(NCCN1CCOCC1)C1(C(F)(F)F)C/C(=C\Cc2ccccc2)CCCO1 (stereo not given)
22. C[n+]1cccc2ccc3c(c21)OC(N)=C(C#N)C3c1ccccc1 (stereo not given)
23. CC(=O)Nc1nnc(-c2ccccn2)o1
24. Cc1cc(Cl)ccc1N1C(=O)CC(SCCC(=O)O)C1=O (stereo not given)

assay / compound	17	18	19	20	21	22	23	24
PP1 counter	0	-3	5	0	1	-2	-2	0
PREPL inh	-1	8	20	19	-3	-4	5	4
HCV core dimer	-5	-8	15	3	-3	2	-4	-7
ZTA DNA inh	7	-1	5	5	9	-6	-5	-7
PP5 inh	-2.2	-0.8	2.5	1.8	0.1	-1.0	1.4	2.1
CTSL1 counter	0	0	3	0	-4	4	-1	0
TPT1 inh	-1	-3	20	0	-2	-2	1	-2
Efflux pump mplx	0.0	-0.1	0.3	-0.1	-0.1	-0.2	0.4	0.1
EBNA-1 inh	-5	-5	13	1	13	11	-5	1

25. CCSc1nc2c(cnn2-c2ccccc2)c(=O)n1N
26. c1ccc(N2CC3CCc4ccccc4C3=N2)cc1 (stereo not given)
27. CCN(CC(=O)Nc1ccc2c(c1)OCCO2)C(=O)c1ccc(Cl)cc1Cl
28. Cc1ccc(C(=O)CSc2nnnn2C(C)C)c(C)c1
29. S=c1[nH]nc(-c2ccc(Br)o2)n1Cc1ccccc1
30. Cc1nn(CC(=O)NCc2ccc(Cl)cc2)c(C)c1[N+](=O)[O-]
31. O=C(c1ccco1)n1nc(-c2ccc(Cl)cc2)nc1NCc1ccco1
32. O=C(CCNc1ccc(Cc2ccncc2)cc1)c1cccc([N+](=O)[O-])c1

assay / compound	25	26	27	28	29	30	31	32
PP1 counter	0	-5	-3	-1	2	3	1	3
PREPL inh	6	3	-10	8	5	-2	-5	19
HCV core dimer	-3	0	1	0	5	-11	1	6
ZTA DNA inh	-12	0	1	-3	0	7	12	-9
PP5 inh	1.3	-0.3	-0.7	3.9	-0.1	1.2	1.6	-1.2
CTSL1 counter	-5	0	-2	-1	3	-2	-2	3
TPT1 inh	-1	-1	4	-7	-1	3	-4	1
Efflux pump mplx	0.0	0.0	-0.1	0.2	-0.2	0.1	-0.1	-0.3
EBNA-1 inh	3	-2	6	-15	7	0	-3	-7

33. COC(=O)C1(CCSC)NC(c2ccco2)C2C(=O)N(C)C(=O)C21 (stereo not given)
34. Cn1c(NCCO)nc2c1c(=O)n(Cc1ccc(F)cc1)c(=O)n2C
35. Cc1cccc(C)c1Nc1nnc(SCC(=O)Nc2cc(S(=O)(=O)N3CCCCC3)ccc2Cl)s1
36. CCCCNC(=O)CSc1nccn1Cc1ccccc1
37. CN(C)S(=O)(=O)NCC1CCCN(Cc2ccc(-c3ccccc3)cc2)C1 (stereo not given)
38. Cc1cccc(CNS(=O)(=O)c2ccc(-c3ccc(=O)[nH]n3)s2)c1
39. CSc1nnc(CNC(=O)c2ccccc2)n1-c1ccc(F)cc1
40. COc1ccc(NC(=O)NCc2ccncc2)c(OC)c1

assay / compound	33	34	35	36	37	38	39	40
PP1 counter	-3	2	24*	-8	-1	3	-5	0
PREPL inh	-6	-3	-7	0	30	-7	1	-8
HCV core dimer	-7	-12	41	-7	-7	-17	-14	-3
ZTA DNA inh	-10	-5	6	-6	-2	0	2	-5
PP5 inh	-0.4	1.7	3.5	3.8	0.2	3.2	0.3	1.6
CTSL1 counter	0	-2	-1	-10	3	-2	2	-2
TPT1 inh	-4	-4	-2	-2	0	-4	1	-1
Efflux pump mplx	-0.1	-0.3	-0.1	0.2	-0.1	-0.2	-0.2	0.0
EBNA-1 inh	0	-6	4	-2	-13	5	-5	7

41. O=C(CNS(=O)(=O)c1ccc(Br)cc1Cl)OCC(=O)N1CCCC1=O
42. CCOc1ccc(N(C(=O)c2ccccc2Cl)C2=NC(C)(C)CS2)cc1
43. O=C(Cn1nnc2ccccc21)N/N=C/c1ccco1
44. O=C(Nc1cccnc1)OC1CCCCC1
45. Nc1c(C(=O)Nc2ccccc2)sc2nc(-c3cccnc3)ccc12
46. Cc1ccnc(NC(=O)c2cccs2)c1
47. CC1CCN(C(=O)CCc2nnc(-c3ccccc3)o2)CC1
48. Cc1ccc(NC(=O)C(c2ccccc2)N2CCN(CC(=O)N3CCOCC3)CC2)cc1Cl (stereo not given)

assay / compound	41	42	43	44	45	46	47	48
PP1 counter	-3	0	-1	-3	3	-3	-3	-3
PREPL inh	5	10	-8	7	16	4	12	8
HCV core dimer	/	-1	3	-2	-4	-2	1	/
ZTA DNA inh	4	2	-14	-3	5	-11	-2	6
PP5 inh	-3.0	-0.1	0.5	0.9	-1.3	0.9	-0.4	0.5
CTSL1 counter	/	1	1	-1	-1	-5	-1	/
TPT1 inh	/	-3	-2	2	-8	-3	-1	/
Efflux pump mplx	0.1	-0.2	0.0	0.0	0.1	0.0	0.0	0.2
EBNA-1 inh	/	6	-16	-2	-11	0	5	/

49. O=C(O)Cn1c(SCc2ccccc2)nc2ccccc21
50. N/C(=N\NC(=O)c1ccc(F)cc1)c1cc2ccccc2oc1=O
51. CCCCOC(=O)C1CCCC(C)N1 (stereo not given)
52. CC1CCCCC1NC(=O)Cn1[nH]c(=O)c2ccccc2c1=O (stereo not given)
53. Cc1cc(C)n2nc(C(=O)OC(C)C(=O)c3ccccc3)nc2n1 (stereo not given)
54. Cn1cc(CN2CCCC(C(=O)c3cccs3)C2)c(-c2cccc(Cl)c2)n1 (stereo not given)
55. C/C(=N\NC1=NCCN1)c1ccc(Cl)cc1
56. O=C(NCCCN1CCOCC1)c1ccc(N2CCCC2)c([N+](=O)[O-])c1

assay / compound	49	50	51	52	53	54	55	56
PP1 counter	-4	2	-7	-15	-5	2	-9	-5
PREPL inh	-3	2	-8	-11	-1	10	3	1
HCV core dimer	-1	-1	5	-5	0	2	1	-2
ZTA DNA inh	6	-3	-3	2	-10	-2	-2	1
PP5 inh	-1.0	-0.6	3.5	3.6	1.2	1.0	-0.9	-1.2
CTSL1 counter	-1	-1	2	-8	-1	-1	-6	-4
TPT1 inh	1	-1	-2	-1	1	4	-2	-4
Efflux pump mplx	0.0	0.0	0.1	0.1	0.1	0.1	0.3	-0.2
EBNA-1 inh	-2	0	1	-1	-1	-2	2	2

57. CCC[N+]1(CC#CC2(O)CCCCC2)CCOCC1
58. COC(=O)c1c(NC(=O)COC(=O)CCc2ccc(S(=O)(=O)N3CCOCC3)cc2)sc2c1CCC2
59. O=c1[nH]c(-c2ccccc2)c(-c2ccccc2)[nH]1
60. CCN(CC)CCN(Cc1cc2cc3c(cc2[nH]c1=O)OCCO3)C(=S)NCCCOC
61. Cc1cc(C)n2nc(SCC(=O)Nc3ccc(O)cc3)nc2n1

assay / compound	57	58	59	60	61
PP1 counter	-1	2	-3	-1	0
PREPL inh	-8	11	-5	-3	-3
HCV core dimer	-2	-24	-12	-4	-3
ZTA DNA inh	1	-3	21	-8	3
PP5 inh	0.8	-1.4	0.4	-5.7	-1.5
CTSL1 counter	-3	5	3	9	2
TPT1 inh	-2	-2	2	4	-3
Efflux pump mplx	0.0	-0.4	0.0	0.0	-0.1
EBNA-1 inh	-12	11	1	-13	5

High-throughput results from PubChem.
